Screening results: PubChem, several laboratories
Runt-SMMHC FRET = Runt domain-CBFb-SMMHC interaction inhibition; Q01196+Q13951; Cerulean-Runt/Venus-CBFb-SMMHC FRET ratio 530/480, 1 h; inhibition, % at 20 µM; actives 0.74% (n = 220,000); AID 1434;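 active = mean inhibition across duplicate retests at 20 µM reaching about 50%, limit read from the data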;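 also: 0% = DMSO wells and 100% = wells with excess untagged CBFb-SMMHC; inhibitors lower the FRET ratio by blocking Runt binding to CBFb-SMMHC; some results filed as inactive read as strong as hits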
zVAD death inh = L929 zVAD cell death inhibition; L929 zVAD necroptosis rescue, ATP luminescence, 24 h; with zVAD 60 µM; viability rescue, % at 10 µM; actives 0.38% (n = 220,000); AID 1377;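 active = activation, scaled between plate controls, above about 75%, limit read from the data; inactive = activation under that limit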;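 also: 0% = zVAD with DMSO and 100% = DMSO alone without zVAD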
EP2 mod = modulates human prostaglandin E2 receptor EP2 signaling; AID 940; EP2-expressing cells, cAMP HTRF FRET, PGE2 co-stimulation; actives 0.83% (n = 260,000); induction, % at 25 µM;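 active = compounds whose cAMP rise, as percent of the full-agonist control response, exceeds 60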;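 also: rat C6 glioma line stably carrying human EP2 under a CMV promoter; the protocol text gives 20 µM as final concentration; 100% = response of wells given 1 µM PGE2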
PERK inhibitor = inhibitors of human PERK kinase; Q9NZJ5; CHO PERK-DD fusion, SEAP luminescence translation reporter; inhibition, % at 5.6 µM; actives 0.17% (n = 220,000); AID 1416;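 active = inhibition above the mean inhibition of all tested compounds plus 3 SD, set separately per screening campaign, cut at about 2.9% in these data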;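 also: PERK kinase domain activated by AP20187 dimerizer at 100 nM; 0% = DMSO with dimerizer and 100% = rapamycin at 8.4 µM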
Target sequence (Q9NZJ5 whole entry, looked up, the tested form may be a part): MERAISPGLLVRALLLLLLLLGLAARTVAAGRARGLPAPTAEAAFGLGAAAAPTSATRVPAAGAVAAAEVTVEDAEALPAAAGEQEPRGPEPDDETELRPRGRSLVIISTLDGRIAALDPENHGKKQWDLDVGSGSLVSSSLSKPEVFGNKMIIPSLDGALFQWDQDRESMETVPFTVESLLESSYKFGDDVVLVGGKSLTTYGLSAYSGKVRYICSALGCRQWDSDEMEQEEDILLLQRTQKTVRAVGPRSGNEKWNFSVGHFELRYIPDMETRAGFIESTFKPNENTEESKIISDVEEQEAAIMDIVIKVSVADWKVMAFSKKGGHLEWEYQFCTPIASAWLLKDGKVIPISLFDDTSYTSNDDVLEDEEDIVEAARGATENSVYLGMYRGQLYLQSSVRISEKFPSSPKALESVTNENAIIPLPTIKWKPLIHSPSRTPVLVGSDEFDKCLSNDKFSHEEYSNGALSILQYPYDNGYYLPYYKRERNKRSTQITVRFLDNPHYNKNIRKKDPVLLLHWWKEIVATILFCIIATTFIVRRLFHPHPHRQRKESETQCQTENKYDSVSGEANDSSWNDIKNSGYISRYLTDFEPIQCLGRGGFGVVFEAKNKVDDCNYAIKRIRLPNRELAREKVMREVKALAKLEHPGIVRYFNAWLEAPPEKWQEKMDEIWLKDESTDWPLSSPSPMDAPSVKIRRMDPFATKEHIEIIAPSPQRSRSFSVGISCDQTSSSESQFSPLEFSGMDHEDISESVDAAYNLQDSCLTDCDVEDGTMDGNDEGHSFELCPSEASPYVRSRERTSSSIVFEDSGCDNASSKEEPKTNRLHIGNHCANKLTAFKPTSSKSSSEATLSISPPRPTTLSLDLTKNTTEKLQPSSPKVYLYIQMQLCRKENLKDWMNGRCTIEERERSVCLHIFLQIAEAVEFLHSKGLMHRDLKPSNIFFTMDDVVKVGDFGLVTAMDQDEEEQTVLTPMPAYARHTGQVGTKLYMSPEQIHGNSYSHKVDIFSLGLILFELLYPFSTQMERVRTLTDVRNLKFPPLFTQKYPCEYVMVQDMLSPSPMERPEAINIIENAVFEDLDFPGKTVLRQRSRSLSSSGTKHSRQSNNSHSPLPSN
RBBP9 inhibitor = blocks human serine hydrolase RBBP9 | actives 0.2% (n = 220,000) | AID 1515 | inhibition, % at 7.94 µM | O75884 | recombinant RBBP9, FP-Rh probe fluorescence polarization;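 active = inhibition above the campaign mean of all tested compounds plus 3 SD, cut at about 14% in these data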;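 also: plate controls were DMSO wells with RBBP9 for no effect and wells lacking RBBP9 protein for full effect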
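Test system: recombinant human RBBP9; Timing: 30 min then 45 min, 25 °C; Detection: fluorescence polarization; Control set: RBBP9 with DMSO as uninhibited control, no-protein wells as full inhibition; Compound dosing: one concentration, 7.94 µM nominal, 0.794% DMSO; Probe or stimulus: FP-Rh activity-based probe, 375 nM before mixing.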
TNF death inh = inhibitors of TNF-alpha induced necroptosis in Jurkat FADD-/- cells; actives 0.068% (n = 220,000); AID 463075; Jurkat FADD-/- TNF necroptosis rescue, ATP luminescence, 24 h; 0 = TNF only, 100 = no-TNF cells; activation (protection from cell death), % at 10 µM;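 active = activation, meaning protection from cell death, of at least 50% relative to plate controls; inactive = activation below 50%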;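 also: necroptosis triggered by 40 ng/mL TNF-alpha added together with compound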
Runt-CBFb FRET = Runt domain-CBFb interaction inhibition | Q01196+Q13951 | Cerulean-Runt/Venus-CBFb FRET ratio 530/480, 1 h | inhibition, % at 20 µM | actives 0.46% (n = 220,000);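 active = inhibition over about 50% at 20 µM in the single-dose screen, limit read from the data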;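 also: 0% = DMSO wells and 100% = excess unlabeled CBFb competitor control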
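Measured by: fluorescence energy transfer, 422 nm excitation, 530/480 nm emission; test system: Cerulean-tagged RUNX1 Runt domain (FRET donor) fusion protein; buffer or medium: Tris pH 7.5 buffer with BSA; compound: one dose, 20 µM compound, 1% DMSO; times: two 1 h room-temperature incubations shielded from light; benchmarks: unlabeled CBFb 5 µM, positive control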
Hck-Nef inh = blocks Nef-activated human Hck kinase; P08631; Recombinant Hck-YEEI plus Nef, Z-Lyte FRET kinase assay; inhibition, % at 20 µM; actives 0.68% (n = 220,000);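 active = Hck-Nef kinase inhibition above about 50%, limit read from the data; inactive = inhibition below that limit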;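 also: 0% = DMSO with Hck plus Nef and 100% = Hck alone without Nef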
PGE2 EP2 inh = inhibitors of human EP2 prostaglandin E2 receptor. C6 glioma cells expressing human EP2, cAMP TR-FRET; cells stimulated with saturating PGE2. AID 1422. actives 0.52% (n = 260,000). P43116. inhibition, % at 25 µM;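 active = percent inhibition above 40 after rounding to a whole number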;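 also: rat C6 glioma host cells with rolipram phosphodiesterase inhibitor present; the protocol text gives 20 µM as final concentration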
Numbers without * were called inactive.

| smiles | Runt-SMMHC FRET | zVAD death inh | EP2 mod | PERK inhibitor | RBBP9 inhibitor | TNF death inh | Runt-CBFb FRET | Hck-Nef inh | PGE2 EP2 inh |
| --- | --- | --- | --- | --- | --- | --- | --- | --- | --- |
| Cc1cc(NC(=O)CCC(=O)N(CC(=O)NC2CCCC2)Cc2ccccc2Cl)no1 | 2 | -0.7 | 7 | 0.8 | -5 | -6.2 | -1 | 1 | 8 |
| Fc1cccc(CN2CCN(c3nc4nonc4nc3NC3CC3)CC2)c1 | -3 | -1.0 | -16 | 1.1 | -3 | 1.0 | 2 | 19 | 4 |
| CC1CCN(C(=S)NC2CC3CCC2C3)CC1 (stereo not given) | -2 | 0.5 | -3 | 0.6 | -7 | 0.6 | 0 | 0 | 8 |
| O/N=C1\CCCc2ccc(Cl)cc21 | 2 | 1.4 | -12 | 0.5 | -8 | 1.0 | -2 | 2 | 15 |
| CCCCN1C(=O)C2C(C(=O)Nc3cccc(OC)c3)C3C=CC2(O3)C1C(=O)NC1CCCCC1C (stereo not given) | -11 | -0.1 | 19 | -0.5 | -9 | -0.8 | -6 | 10 | 9 |
| O=C(CN1CCN(C(=O)c2cccc(F)c2)CC1)Nc1ccccc1F | 2 | -1.1 | 12 | 0.2 | 4 | -2.1 | -1 | -21 | 14 |
| Cc1ccccc1-c1nc(CS(=O)(=O)CC(=O)NCCCN2C(C)CCCC2C)c(C)o1 (stereo not given) | 4 | -1.1 | -5 | 0.9 | -4 | -0.1 | 0 | 0 | 14 |
| Cn1c(CC(=O)Nc2ccccc2C(F)(F)F)c(Sc2ccccc2)c2ccccc21 | 1 | 0.1 | 12 | 1.2 | 3 | 3.4 | 2 | 7 | 4 |
| Cc1nc(-c2ccc(C(=O)Nc3ccc(F)cc3)cc2)cs1 | 2 | -0.3 | 6 | 0.6 | -7 | -3.2 | 1 | -21 | 4 |
| O=C(Nc1cccc(-c2cnc3ccccc3n2)c1)c1ccccc1 | -42 | 0.1 | -8 | 0.9 | 1 | -1.9 | -4 | 0 | 7 |
| CCOc1ccc(NC(=O)Cc2c(O)c3ccccc3[nH]c2=O)cc1 | 5 | -0.1 | 2 | 0.1 | -10 | -2.9 | 0 | 0 | 2 |
| COC(=O)CSc1nnc(-c2ccco2)n1Cc1ccco1 | -2 | 1.4 | -20 | 0.4 | 7 | 0.2 | 5 | -1 | 11 |
| CC(C)(C)NC(=O)CN(Cc1cccs1)C(=O)CCC(=O)Nc1nccs1 | 0 | 0.2 | -6 | 0.9 | -3 | -2.9 | 0 | 0 | 20 |
| COc1cc([N+](=O)[O-])ccc1NC(=O)Nc1ccc2c(c1)OCCO2 | -2 | 2.2 | -65 | 0.9 | 2 | -0.3 | 1 | 6 | 21 |
| O=C(CCN1CCCCC1)N/N=C/c1c[nH]c2ccccc12 | 0 | -0.1 | 10 | 0.5 | -1 | 2.5 | 0 | 20 | 9 |

Structural class, the entries above with four or more nitrogen atoms (4)
| smiles | Runt-SMMHC FRET | zVAD death inh | EP2 mod | PERK inhibitor | RBBP9 inhibitor | TNF death inh | Runt-CBFb FRET | Hck-Nef inh | PGE2 EP2 inh |
| --- | --- | --- | --- | --- | --- | --- | --- | --- | --- |
| Cc1cc(NC(=O)CCC(=O)N(CC(=O)NC2CCCC2)Cc2ccccc2Cl)no1 | 2 | -0.7 | 7 | 0.8 | -5 | -6.2 | -1 | 1 | 8 |
| Fc1cccc(CN2CCN(c3nc4nonc4nc3NC3CC3)CC2)c1 | -3 | -1.0 | -16 | 1.1 | -3 | 1.0 | 2 | 19 | 4 |
| CC(C)(C)NC(=O)CN(Cc1cccs1)C(=O)CCC(=O)Nc1nccs1 | 0 | 0.2 | -6 | 0.9 | -3 | -2.9 | 0 | 0 | 20 |
| O=C(CCN1CCCCC1)N/N=C/c1c[nH]c2ccccc12 | 0 | -0.1 | 10 | 0.5 | -1 | 2.5 | 0 | 20 | 9 |

The main list resumes, repeating the four entries before the break.
| smiles | Runt-SMMHC FRET | zVAD death inh | EP2 mod | PERK inhibitor | RBBP9 inhibitor | TNF death inh | Runt-CBFb FRET | Hck-Nef inh | PGE2 EP2 inh |
| --- | --- | --- | --- | --- | --- | --- | --- | --- | --- |
| COC(=O)CSc1nnc(-c2ccco2)n1Cc1ccco1 | -2 | 1.4 | -20 | 0.4 | 7 | 0.2 | 5 | -1 | 11 |
| CC(C)(C)NC(=O)CN(Cc1cccs1)C(=O)CCC(=O)Nc1nccs1 | 0 | 0.2 | -6 | 0.9 | -3 | -2.9 | 0 | 0 | 20 |
| COc1cc([N+](=O)[O-])ccc1NC(=O)Nc1ccc2c(c1)OCCO2 | -2 | 2.2 | -65 | 0.9 | 2 | -0.3 | 1 | 6 | 21 |
| O=C(CCN1CCCCC1)N/N=C/c1c[nH]c2ccccc12 | 0 | -0.1 | 10 | 0.5 | -1 | 2.5 | 0 | 20 | 9 |
| COc1ccc(NCC(=O)N2CCCC2)cc1Cl | -2 | 1.4 | -18 | 0.7 | -7 | 0.4 | 1 | 23 | 7 |
| CCOC(=O)c1sc(=S)n(Cc2ccccc2)c1C | 0 | -0.4 | 3 | 0.7 | -5 | 2.4 | -1 | 6 | 10 |
| Cc1ccc(Nc2c(-c3cccnc3)nc3ccc(Br)cn23)cc1 | 0 | 0.5 | 53 | 2.8 | -3 | -0.6 | 17 | 17 | 5 |
| Cc1cc(=O)[nH]c(SCC(=O)N2CCC(C(N)=O)CC2)n1 | -2 | -0.1 | 13 | 0.6 | -3 | -1.9 | 1 | -1 | 6 |
| Cc1sc2nc(CN3CCC(C)CC3)nc(Cl)c2c1C | -2 | -1.3 | 0 | -0.1 | -2 | -9.7 | 0 | 1 | 6 |
| COC(=O)c1[nH]c(C)c(/C(O)=C2\C(=O)C(=O)N(CCCN3CCOCC3)C2c2ccccn2)c1C (stereo not given) | -7 | 0.1 | 7 | 1.3 | 2 | -1.1 | 0 | -1 | 10 |
| Clc1ccc(-c2csc(N3CCN(c4ccccc4)CC3)n2)cc1 | 0 | 0.8 | 17 | 0.4 | -4 | 1.3 | 0 | 0 | 14 |
| NC(=O)c1ccc[n+](Cc2ccccc2)c1 | 0 | 0.0 | -5 | 0.8 | 3 | 0.3 | 1 | 2 | 4 |
| Cc1cccc(OCC(=O)N2CCC(N3CCCCCC3)CC2)c1 | 3 | -0.2 | 8 | 0.0 | -9 | 0.3 | -4 | 1 | 10 |
| O=C(Nc1ccc(F)cc1F)Nc1csc2ccccc12 | -1 | -0.1 | -19 | 0.4 | -7 | 9.7 | 0 | -12 | 9 |
| CCOC(=O)Nc1ccc2c(c1)OCO2 | -7 | -0.4 | 2 | 2.2 | -7 | -1.7 | 0 | 1 | 4 |
| O=C(c1ccc(S(=O)(=O)N2CCOCC2)cc1)N1CCN(c2ccccn2)CC1 | 0 | -0.7 | -8 | -0.4 | 1 | 0.5 | 2 | -12 | 4 |
| CCOC(=O)C/C(N)=N/NC(=O)c1ccc(Cl)cc1Cl | -2 | 0.4 | 24 | 1.2 | 2 | 0.3 | 0 | 25 | 8 |
| O=C(Nc1c2c(nc3ccccc13)CCCC2)c1ccccc1Cl | -2 | -0.1 | 6 | -0.6 | -2 | 0.3 | -2 | 0 | 7 |
| CC(=O)c1c(C)[nH]c(C(=O)Nc2nccs2)c1C | -2 | 7.9 | -13 | 0.7 | -7 | -2.2 | -1 | -10 | 3 |
| CCN(CC)C(=O)CSc1nnc(-c2ccccc2)c(-c2ccccc2)n1 | -2 | 0.3 | 2 | -1.0 | -5 | 2.5 | -2 | 3 | 4 |
| O=C(CCc1nc2ccccc2s1)OCC(=O)N1CCN(C(=O)c2ccco2)CC1 | 0 | 0.7 | 8 | -0.7 | -12 | 0.1 | 0 | -1 | 13 |
| C=CCn1c(SCC(=O)Nc2ccc3c(c2)OCCO3)nnc1-c1ccco1 | -1 | 2.3 | 3 | -0.7 | -6 | -0.8 | 1 | 0 | 10 |
| Cc1cc(C)c(/C=C(\C#N)S(=O)(=O)c2ccccc2)[nH]1 | 1 | -1.2 | -3 | -0.4 | -7 | 1.1 | -10 | -9 | 15 |
| COc1ccc(/C(O)=C2/C(=O)C(=O)N(CCN(C)C)C2c2cccnc2)cc1C (stereo not given) | 1 | 6.7 | 35 | 0.0 | -7 | 0.2 | 0 | 22 | 12 |
| CCOc1ccc(C(=O)Nc2ccccc2N2CCCC2)cc1 | 0 | 0.7 | -11 | 0.3 | -8 | -1.1 | 0 | -1 | 11 |
| CC(=O)OCCNc1cc(SC(C)C)c2nonc2c1[N+](=O)[O-] | 1 | 0.6 | -17 | -0.3 | -6 | -0.7 | -3 | 23 | 3 |
| CCc1ccc(N2CC(C(=O)OCC(=O)NC3CCS(=O)(=O)C3)CC2=O)cc1 (stereo not given) | 2 | 0.3 | -5 | 0.8 | -10 | 0.3 | 1 | 0 | 12 |
| CCn1c(C(Cc2ccccc2)NC(=O)COC)nc2ccccc21 (stereo not given) | 0 | -0.1 | 11 | 0.3 | -3 | -0.2 | 1 | 15 | 8 |
| Cc1noc(C)c1C(=O)OCC(=O)NC1CC1 | -1 | 0.2 | 8 | 0.6 | -6 | -0.2 | 1 | 10 | 12 |
| O=C(NCc1cccnc1)c1cc2nc(-c3cccs3)cc(C(F)(F)Cl)n2n1 | 7 | 2.4 | 5 | 0.5 | -3 | 1.1 | -1 | 21 | 4 |
| O=C(Nc1nnc(C2CC2)s1)C1Cc2ccccc2CN1S(=O)(=O)c1ccccc1F (stereo not given) | -3 | -0.3 | 1 | -1.2 | -4 | -1.2 | 0 | 0 | 3 |
| CN(C)c1ccc(/C=N/NC(=O)CSc2ccccn2)cc1 | 1 | 1.4 | -29 | 0.5 | 4 | 3.7 | -2 | 7 | 6 |
| CC(=O)Nc1ccc(NC(=O)c2ccc(NS(=O)(=O)c3cc(C(C)(C)C)ccc3C)cc2)cc1 | -6 | 0.6 | -47 | 1.1 | 4 | 0.9 | -1 | 9 | 10 |

An excerpt, so the mix of outcomes need not match the whole.
